RSV antiviral HEp-2: inhibition of RSV-induced cytopathic effect – HEp-2 cells, primary 10 µM value included (AID 2391); HEp-2 cells, RSV-induced CPE inhibition; higher % means a stronger effect; CPE inhibition, % at 10 µM; hits with a dose series show IC50 in µM; 310,000 compounds, 0.13% hits; in the data active = a potency from the dose series; also: strong numbers were not always called active
XIAP displacement: XIAP antagonists, biochemical, IAP family, fluorescence polarization (AID 1018); XIAP BIR domain, fluorescence polarization peptide displacement; higher % means a stronger effect; displacement, % at 20 µM, or IC50 in µM where a hit was titrated; 200,000 compounds, 0.007% hits; in the data active = displacement above about 50%; also: a part of the inactive calls stands beside numbers as strong as those of hits
SV40 large T antigen: TAg ATPase/helicase activity blockers – biochemical (AID 1903). 310,000 compounds, 0.39% hits. inhibition, % at 20 µM, or IC50 in µM where a hit was titrated. SV40 large T antigen ATPase/helicase inhibition assay; higher % means a stronger effect; in the data active = a potency from the dose series; also: strong numbers were not always called active
MgcRacGAP inhibition: MgcRacGAP GTPase-activating activity inhibitors, confirmation, biochemical, ADP Hunter fluorescence; MgcRacGAP-stimulated Rac1 GTP hydrolysis, ADP Hunter fluorescence; higher % means a stronger effect; GST-tagged Rac1 F28L mutant substrate; inhibition, % at 30 µM; hits with a dose series show IC50 in µM; 340,000 compounds, 0.6% hits; AID 624330;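 active = first-screen hits whose inhibition reached a set limit at any dose in the follow-up dose series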;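 also: fluorescence reports GDP produced by GAP-driven GTP hydrolysis; strong numbers were not always called active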
LYP inhibition: inhibitors of LYP phosphatase, biochemical, fluorescence intensity, uHTS (AID 1779) | recombinant LYP phosphatase, fluorescence intensity; higher % means a stronger effect | inhibition, % at 11.5 µM, or IC50 in µM where a hit was titrated | 290,000 compounds, 0.054% hits; in the data active = inhibition above about 50%;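 also: plate controls were vehicle with enzyme for no effect and no enzyme for full effect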
AID2073: inhibitors of Mint1-CaV2.2 protein interaction, biochemical, HTRF (AID 2073); HTRF protein-protein interaction, Mint1-CaV2.2; higher % means a stronger effect; inhibition, % at 20 µM, or IC50 in µM where a hit was titrated; 290,000 compounds, 0.19% hits; in the data active = inhibition mostly above about 51%, no sharp cut-off; also: some results filed as inactive read as strong as hits
HIV fusion peptide: cell-free HIV fusion peptide-binding blockers – biochemical, uHTS, fluorescence dequenching, primary screen (AID 1986) | cell-free peptide binding, fluorescence dequenching, 30 min; higher % means a stronger effect | inhibition, % at 20 µM; hits with a dose series show IC50 in µM | 290,000 compounds, 0.3% hits; in the data active = inhibition mostly above about 52%, no sharp cut-off; inactive = mostly below about 76%; also: some results filed as inactive read as strong as hits
NS5 inhibitors: flavivirus cap methylation enzyme inhibition – biochemical, confirmation dose response, primary screen (AID 588689) | 340,000 compounds, 0.3% hits | Dengue-2 NS5 methyltransferase capping enzyme assay, biochemical; higher % means a stronger effect | one-dose inhibition, % at 25 µM; IC50 in µM for titrated hits; in the data active = a potency from the dose series
SIAH1 antagonists: blockers of Siah-1 interaction with plectin peptide – biochemical, fluorescence polarization, rhodamine-plectin, uHTS, primary screen (AID 1817) | displacement, % at 20 µM, or IC50 in µM where a hit was titrated | Siah-1 / rhodamine-plectin peptide fluorescence polarization; higher % means a stronger effect | 290,000 compounds, 0.02% hits;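 active = displacement of at least 50% at 20 µM, with a fluorescence ratio check between 0.3 and a set limit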;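 also: plate controls were Siah plus tracer with DMSO for no effect and tracer alone without Siah for full effect; strong numbers were not always called active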
NS5 inhibitors pilot replicate: recorded beside NS5 inhibitors, whose call it bears; inhibition, %; measured here: pilot screen replicate inhibition
* hit, by the source's call; · = not tested or not shown; & = joins results of further samples.

SMILES	RSV antiviral HEp-2	XIAP displacement	SV40 large T antigen	MgcRacGAP inhibition	LYP inhibition	AID2073	HIV fusion peptide	NS5 inhibitors	SIAH1 antagonists	others
CCOc1ccc(/C=C2\CCc3ccccc3C2=O)cc1	2.5%	·	0%	7%	-2%	8%	0.1%	-5%	3%
O=C(NCCCN1CCN(c2ccccc2F)CC1)C1CCC(=O)N1C1CCCCC1 (configuration not stated)	-1.3%	-3.4%	7%	7%	-10%	24%	0.0%	-4%	2%
N#Cc1c(-c2cccs2)cc(C2CC2)nc1SCC(N)=O	5.2%	-19%	-1%	9%	-2%	-5%	-1.1%	-4%	-2%
Cc1ccn2cc(-c3cccc([N+](=O)[O-])c3)nc2c1	-1.7%	-12%	18%	0%	-2%	-1%	-0.1%	-2%	1%
O=C(c1cc(COc2ccc(F)cc2Cl)on1)N1CCCCCC1	14%	·	2%	5%	-8%	3%	-2.1%	-7%	2%
CC(=O)N1c2ccc(S(=O)(=O)NCC3CCC(C(=O)N4CC(C)CC(C)C4)CC3)cc2CC1C (configuration not stated)	10%	·	4%	10%	-14%	1%	0.8%	1%	-2%
O=C(C1CCN(S(=O)(=O)N2CCC3(CC2)OCCO3)CC1)N1CCc2ccccc2C1	1.4%	-6.1%	-7%	1%	-6%	2%	-0.5%	0%	1%
Cc1cc(C)n(CCNC(=O)C2CCC(=O)N(CC3CCCCC3)C2)n1 (configuration not stated)	1.1%	·	13%	11%	-3%	6%	-0.1%	-10%	0%
CCn1cc(C(=O)NC2CCCCC2)c(=O)c2cc(S(=O)(=O)N(C)C)ccc21	0.4%	-5.4%	18%	-9%	5%	-3%	13%	9%	1%
O=C1C2CCCCN2C(=O)N1CCCCN1CCN(c2ccccc2Oc2ccccc2)CC1 (configuration not stated)	0.7%	·	9%	16%	-4%	2%	1.8%	2%	0%
O=C(CNC(=O)c1ccccc1F)OCc1csc(-c2ccccc2)n1	-0.8%	-0.6%	13%	2%	3%	-5%	0.5%	-5%	6%
CCC/C(=N/NC(=O)c1cccc(Cl)c1)c1ccccc1	2.2%	-5.6%	7%	9%	-3%	10%	0.3%	-5%	0%
Cc1cc(=O)[nH]c(NN)n1	-0.2%	·	21%	7%	-7%	0%	-0.6%	-6%	10%
COc1ccc2c(c1)C(C)CC(C)(C)N2C(=O)CSc1nc2ccccc2s1 (configuration not stated)	15%	-1.9%	3%	1%	-1%	0%	4.5%	-5%	0%
O=C(Nc1nc(-c2nc3ccccc3s2)cs1)C1CC1	6.5%	-3.3%	0%	1%	4%	14%	3.8%	-3%	2%
Cn1c(-c2ccccc2)cnc1NCc1cc(Cl)ccc1O	-0.9%	·	4%	32%	-8%	-13%	1.6%	-5%	11%	NS5 inhibitors pilot replicate=2.7
Cc1ccccc1NS(=O)(=O)c1cc(C(=O)Nc2ccccc2-c2ccccc2)ccc1Cl	0.1%	-0.9%	3%	-1%	4%	-3%	3.2%	-2%	6%
CCC(=O)N1COC[C@@H]1Cc1ccccc1	1.6%	-15%	8%	10%	-6%	0%	0.5%	1%	-3%
CC(=O)N1CCc2cc(S(=O)(=O)C(C)CC(=O)NCc3ccc(C)o3)ccc21 (configuration not stated)	-0.4%	·	17%	-18%	-7%	16%	-0.4%	-2%	-2%
COc1cccc(OC)c1C(=O)NC(=S)Nc1ccc2oc(=O)ccc2c1	0.7%	-5.4%	12%	8%	-4%	-4%	-2.4%	-1%	3%
O=C(O)c1cnccn1	-1.4%	-3.4%	4%	9%	-6%	6%	-0.4%	-1%	10%
CCc1cc2c(cc3c(=O)n(CC(=O)NCCCN(CC)CC)nc(CC)n32)s1	1.5%	-5.0%	1%	8%	0%	11%	4.0%	-1%	-2%
COCC(=O)Nc1c(C(=O)Nc2ccccc2OC)oc2ccccc12	0.8%	0.1%	3%	1%	-6%	10%	1.7%	-10%	4%
CN1[C@@H]2CC(OC(=O)[C@H](CO)c3ccccc3)C[C@H]1[C@@H]1O[C@@H]12 (some centres not stated)	0.7%&0.0%&2.7%	-8.8%&-6.7%	2%&20%&14%&16%	8%&3%&-5%&-1%	-4%	-2%	1.3%	-1%&-2%&-3%&1%	2%
CCOc1ccc(OCCOCCn2ccnc2)cc1	0.2%	-2.0%	17%	19%	-10%	-8%	-1.7%	4%	6%
CN(CC(=O)Nc1ccc(Cl)cc1)C(=O)CCc1c[nH]c2ccccc12	10%	·	2%	2%	-10%	8%	1.1%	-5%	8%
Cc1ccc(S(=O)(=O)NC(=O)COc2cc(C)ccc2C(C)C)cc1	3.0%	·	11%	4%	-11%	11%	3.3%	-3%	8%
CC1=C(C(=O)OCc2ccccc2)C(c2ccccc2Cl)NC(=O)N1CCCCCC(=O)O (configuration not stated)	1.5%	·	11%	-1%	1%	7%	0.6%	2%	-7%
O=C(O)c1cc(N=Nc2c(O)[nH]c3ccc([N+](=O)[O-])cc23)ccc1Cl	-0.5%	·	12%	10%	-2%	10%	16%	5%	1%
CCN1C(=O)c2cccc3c(S(=O)(=O)NCc4ccco4)ccc1c23	-1.0%	1.9%	10%	4%	-3%	48%	0.1%	-6%	7%
COc1ccc(NC(C)=O)cc1NC(C)c1nc2sc(C)c(C)c2c(=O)[nH]1 (configuration not stated)	2.7%	-8.6%	11%	8%	4%	5%	-1.5%	-9%	-3%
CC(CC(=O)N1CCc2ccccc21)c1ccccc1 (configuration not stated)	3.2%	-4.6%	4%	2%	-4%	-2%	-1.0%	-1%	0%
CCCN(CCC)c1nc2ccccc2nc1C(C#N)C(=O)OCCOC (configuration not stated)	3.0%	2.2%	10%	6%	0%	4%	0.6%	-4%	1%
CN(C)S(=O)(=O)c1ccc(NC(=O)Cn2c(-c3ccccc3)noc2=O)cc1	0.5%	-2.4%	11%	-1%	-6%	-3%	0.7%	-3%	-2%
COc1ccc(N2CCN(C(=O)c3cc(=O)[nH]c4ccccc34)CC2)cc1	2.2%	-6.5%	19%	18%	-4%	4%	2.8%	-2%	2%
O=C(N/N=C/c1ccc(Sc2nc3ccccc3s2)c([N+](=O)[O-])c1)c1ccccn1	4.1%	-2.4%	-2%	2%	-2%	0%	-3.9%	-1%	1%
Cc1cc(S(=O)(=O)NC2CCCCC2)c(C)s1	11%	-6.1%	-5%	0%	-12%	-17%	-2.9%	-1%	-7%
Cc1ccc(C(=O)NCCN2CCOCC2)cc1S(=O)(=O)N1CCCCC1	0.5%	·	12%	9%	-10%	6%	-1.0%	-2%	3%
CC(=O)N1CCN(CCN=CC2=C(O)CC(c3ccco3)CC2=O)CC1 (configuration not stated)	2.2%	-5.3%	10%	-2%	-3%	-1%	0.4%	3%	-2%
C#CCOCCOCCOCCNc1nc(N2CCN(C(=O)[C@H]([C@@H](C)CC)n3cc(CCCN=C(N)N)nn3)CC2)nc(N2CCN(C(=O)[C@H](CCCCN)n3cc(CC(C)O)nn3)CC2)n1 (some centres not stated)	1.0%	·	1%	7%	·	·	·	-11%	·
O=C(CCSc1nc(-c2ccco2)cc(C(F)(F)F)n1)N1CCN(c2ccccn2)CC1	2.8%	-4.3%	17%	8%	2%	8%	0.1%	-9%	2%
O=C(CCCCl)NC(=S)Nc1cc(C(F)(F)F)ccc1N1CCOCC1	11%	-9.8%	29%	4%	9%	4%	5.6%	·	0%
Cc1nc(CS(=O)(=O)c2ccc(Cl)cc2)cc(Sc2ccc(Cl)cc2)n1	13%	-1.0%	7%	2%	-5%	4%	-1.7%	-6%	-2%
CCNC(=S)NNC(=O)c1cccs1	5.4%	-4.5%	37%	6%	-10%	-21%	-0.6%	-1%	4%
Cc1ccc(S(=O)(=O)N2CCN(C(=O)COC(=O)COc3ccccc3)CC2)cc1	-0.1%	-4.8%	5%	1%	-9%	-7%	2.8%	0%	-4%
Cc1ccc(N=Nc2ccc3ccccc3c2O)cc1	1.7%	·	7%	16%	4%	3%	3.0%	-1%	107%
Cc1c(N/C=C/C(=O)C(F)(F)F)c(=O)n(-c2ccccc2)n1C	-1.0%	-4.7%	12%	5%	2%	-7%	-1.7%	-4%	1%
O=C(c1ccc(Br)s1)N1CCc2ccccc2C1	5.5%	·	4%	3%	-3%	-2%	1.3%	-7%	-3%
CC(C)c1ccc(NC(=O)CCCC(=O)NCCc2ccccc2)cc1	0.7%	·	12%	-8%	-1%	5%	-0.6%	·	4%
Cc1ccc(-n2nc(C)c(=O)c(-c3ccccc3)c2NC(=O)c2cccs2)cc1	0.8%	·	0%	-2%	-7%	20%	2.0%	9%	-3%
COC(=O)CN(C#N)c1nc(NC(C)C)nc(NC(C)C)n1	0.8%	-17%	10%	0%	6%	-2%	1.1%	-14%	4%
O=C1CC(c2ccc(S(=O)(=O)N3CCN(c4ccccc4)CC3)cc2)CN1 (configuration not stated)	4.8%	-2.3%	3%	3%	2%	0%	0.3%	4%	2%
